Compound activity as filed in PubChem BioAssay.
D1 antag: Antagonist of Human D 1 Dopamine Receptor: qHTS; D(1A) dopamine receptor (Homo sapiens), P21728; HEK293 TREx D1 cells, calcium flux, dopamine EC80; hits give low values; activity change, negative = inhibition, % at 10 µM; 360,000 compounds, 3.2% hits; in the data active = activity change below about -30%; note: % is set by controls: 0 for no effect and ±100 for the full control effect
Target sequence (P21728 whole entry, looked up): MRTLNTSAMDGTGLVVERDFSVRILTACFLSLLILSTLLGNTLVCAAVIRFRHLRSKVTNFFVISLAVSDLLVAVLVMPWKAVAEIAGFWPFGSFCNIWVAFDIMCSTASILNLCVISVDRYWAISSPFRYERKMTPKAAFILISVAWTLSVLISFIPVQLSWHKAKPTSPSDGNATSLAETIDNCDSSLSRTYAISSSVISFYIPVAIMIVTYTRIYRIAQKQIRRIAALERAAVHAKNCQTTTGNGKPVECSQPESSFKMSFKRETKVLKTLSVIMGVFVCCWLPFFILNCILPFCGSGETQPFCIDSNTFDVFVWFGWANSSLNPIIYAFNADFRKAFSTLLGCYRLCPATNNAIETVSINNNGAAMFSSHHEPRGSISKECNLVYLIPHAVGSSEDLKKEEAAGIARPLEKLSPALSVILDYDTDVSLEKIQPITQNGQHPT
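Tetracycline-induced HEK293 Trex D1 cells, force-coupled to calcium, dye-loaded; compounds added and read 180 s, then EC80 dopamine added and calcium flux tracked kinetically another 180 s.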
D2 antagonist: HTS Assay for Allosteric Antagonists of the Human D2 Dopamine Receptor: Primary Screen for Antagonists; HEK293 TREx D2 cells, calcium flux, dopamine EC80; inhibition, % at 10 µM; 340,000 compounds, 2% hits; AID 485344, 2010; in the data active = inhibition above about 30%; note: 0% is about no effect
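Dopamine at EC80 is the agonist stimulus; test compounds precede it by 180 s. Calcium flux read kinetically in a force-coupled, inducible HEK293 T-REx D2 cell line.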
D2 PAM: HTS Assay for Positive Allosteric Modulators of the Human D2 Dopamine Receptor: Primary Screen for Potentiators. 340,000 compounds, 0.34% hits. potentiation, % at 10 µM. D(2) dopamine receptor (Homo sapiens), P14416. HEK293 T-REx D2, calcium flux, EC20 dopamine potentiation;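 active = potentiation over 3 SD above the plate norm, cut at about 30% in these data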; note: 0% is about no effect
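Primary screen. Calcium kinetics in induced HEK293 T-REx D2 cells: compound pre-addition 180 s, EC20 dopamine, 180 s more.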
D1 agonist: Allosteric Agonists of the Human D1 Dopamine Receptor: qHTS. D(1A) dopamine receptor (Homo sapiens), P21728. HEK293 T-REx D1 cells, calcium flux, agonist mode. activation, % at 2 µM. 360,000 compounds, 1% hits. AID 504660, 2011; note: 0% is about no effect
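Inducible HEK293 T-REx D1 cells, force-coupled to calcium signalling, were plated at 4000 cells/well with tetracycline and held overnight at 30 C. After no-wash calcium dye loading, compound-evoked calcium rise over 180 s flagged agonists.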
D2 agonist: HTS Assay for Allosteric Agonists of the Human D2 Dopamine Receptor: Primary Screen for Agonists | HEK293 T-REx D2 cells, calcium flux agonist mode | 340,000 compounds, 0.53% hits | activation, % at 2 µM | AID 485358, 2010;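 active = activation over 3 SD above normal in the single-dose calcium agonist read, cut at about 30% in these data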; note: 0% is about no effect
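HEK293 Trex D2 cells, tetracycline-induced, o/n 30 C 5% CO2; no-wash Ca dye, RT 30–90 min; 10-cycle baseline, 23 nl cpd added, kinetic Ca read 180 s; agonist hits = positive Ca response.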
TRHR agonist: qHTS for Small Molecule Agonists and Allosteric Enhancers of Human TRH Receptor: Primary Screen for Agonists; Thyrotropin-releasing hormone receptor (Homo sapiens), P34981; TRHR cells, calcium flux fluo-8, FDSS agonist mode; activation, % at 2 µM; 360,000 compounds, 0.18% hits; AID 493084, 2011; note: 0% is about no effect
Target sequence (P34981 whole entry, looked up): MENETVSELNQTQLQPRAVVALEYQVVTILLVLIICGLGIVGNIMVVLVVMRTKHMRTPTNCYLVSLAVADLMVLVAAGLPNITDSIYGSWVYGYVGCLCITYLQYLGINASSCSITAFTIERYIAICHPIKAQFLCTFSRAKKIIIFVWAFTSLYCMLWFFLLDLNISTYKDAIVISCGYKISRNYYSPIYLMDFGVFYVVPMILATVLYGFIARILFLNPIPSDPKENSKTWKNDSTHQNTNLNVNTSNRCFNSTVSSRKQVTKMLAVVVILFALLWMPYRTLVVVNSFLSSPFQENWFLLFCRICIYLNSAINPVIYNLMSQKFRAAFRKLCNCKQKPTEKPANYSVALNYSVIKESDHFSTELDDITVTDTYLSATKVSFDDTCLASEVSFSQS
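TRHR-expressing cells loaded with fluo-8 calcium dye; 23 nL library compound pin-transferred, kinetic FDSS fluorescence (Ex 480/Em 530) recorded about 180 s for agonist-induced calcium release, before a 10 nM TRH EC20 addition for potentiator mode.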
D1 potentiator: Potentiators of Human D1 Dopamine Receptor: qHTS; AID 504651, 2011; potentiation, % at 10 µM; HEK293 TREx D1 cells, calcium flux, dopamine EC20 potentiation; 360,000 compounds, 0.036% hits; D(1A) dopamine receptor (Homo sapiens), P21728; in the data active = potentiation above about 30%; note: 0% is about no effect
RXFP1 antag: qHTS Assay for Antagonists of the Relaxin Receptor RXFP1. HEK293-RXFP1, relaxin-stimulated cAMP HTRF, 30 min; hits give low values. activity change, negative = inhibition, % at 57.5 µM. 350,000 compounds, 0.59% hits. Relaxin receptor 1 (Homo sapiens), Q9HBX9;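 active = activity change of -60% or lower, but not beyond a set lower limit; inconclusive = change between -60% and -40%, or beyond the set limit; inactive = change above -40%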; note: % is set by controls: 0 for no effect and ±100 for the full control effect
TRHR PAM: qHTS for Small Molecule Agonists and Allosteric Enhancers of Human TRH Receptor: Primary Screen for Enhancers | enhancement, % at 2 µM | AID 493056, 2011 | 360,000 compounds, 0.66% hits | TRHR cells, fluo-8 calcium fluorescence, EC20 TRH enhancement | Thyrotropin-releasing hormone receptor (Homo sapiens), P34981; in the data active = enhancement above about 30%; note: 0% is about no effect
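Enhancer read-out: after compound pinning and an initial kinetic agonist-mode read, an EC20 of TRH (10 nM final) was injected and fluo-8 calcium signal (Ex 480/Em 530) followed at 1 s/cycle for 100 cycles in TRHR-expressing cells.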
* marks the source's active call; other numbers are inactive results; ? = inconclusive; · = not tested or not shown; & = joins results of further samples. Cut-off read from the data, not from the text of the source, unless noted: active = activation above about 30%; inactive = the rest.

#	smiles	D1 antag	D2 antagonist	D2 PAM	D1 agonist	D2 agonist
1	CCCN1CCN(CC2=C(C(=O)OCC)C(c3cccc(OC)c3OC)NC(=O)N2)CC1 (stereo unspecified)	2	·	-10	1	-0.3
2	CCCC(=O)NC(=S)Nc1ccc(CN2CCOCC2)cc1	5	2	3	2	-1.6
3	O=C(N/N=C/c1ccc(N2CCOCC2)o1)c1cccc(C(F)(F)F)c1	31	4	-2	-1	0.3
4	C=CCn1nc2ccccc2c1OC	-18	-8	-3	-1	-0.5
5	CCc1ccccc1NC(=O)CN(C)C(=O)CSc1nnc(Nc2cccc(C)c2)s1	6	5	-7	6	1.4
6	Cc1cccc(NC(=O)c2oc3ccc(S(=O)(=O)N4CCC5(CC4)OCCO5)cc3c2C)c1C	-4	·	6	0	0.4
7	Cc1ccc(OCCCC(=O)Nc2ccc(S(=O)(=O)Nc3ccccn3)cc2)cc1	-21	5	10	2	-0.6
8	COc1ccc2nc(NC(=O)Cc3cccs3)sc2c1	-6	-4	5	4	0.3

#	TRHR agonist	D1 potentiator	RXFP1 antag	TRHR PAM
1	0.2	-1	·	9
2	0.1	0	-1	8
3	-0.5	0	3	-4
4	-0.3	-2	·	1
5	0.9	-3	-9	-2
6	0.5	1	-17	0
7	-0.4	0	3	2
8	-0.2	-5	-26	6

Further entries
#	smiles	D1 antag	D2 antagonist	D2 PAM	D1 agonist	D2 agonist
9	CN(c1ccccc1)S(=O)(=O)c1nnc(NC(=O)c2ccco2)s1	-8&-2	22	-13&-3	2&-1	3.1&-0.7
10	COc1ccc(NC(=O)N2CCC(Cc3ccccc3)CC2)cc1	-17	4	-2	4	-1.3
11	C(=C\c1cc(/C=C/c2ccccc2)ncn1)/c1ccccc1	-7	3	13	13	2.2
12	COc1ccc(NCCc2ccccn2)cc1	-3	8	0	2	-1.4
13	C/C(=N\Nc1nc(N2CCOCC2)nc(N2CCOCC2)n1)c1cccs1	1	·	·	1	·
14	CCNC(=S)N(CCc1ccccc1C)Cc1cc2cc(OC)c(OC)cc2[nH]c1=O	2	-7	-9	1	0.4
15	COc1ccc(CCNc2nc3ccccc3n3cnnc23)cc1OC	-6	7	5	1	-1.3
16	CCN(CC(=O)Nc1ccccc1C(F)(F)F)C(=O)CCS(=O)(=O)c1ccc(C)cc1	1	4	0	-1	0.3

#	TRHR agonist	D1 potentiator	RXFP1 antag	TRHR PAM
9	0.2&0.2	-4&9	-18&-13	-2&-5
10	-0.6	-2	-1	-2
11	4.4	1	-9	1
12	-0.1	0	0	-2
13	-0.7	4	4	-5
14	0.2	-3	8	6
15	-0.6	-10	-3	2
16	-0.3	-6	-8	-4

(next part)
#	smiles	D1 antag	D2 antagonist	D2 PAM	D1 agonist	D2 agonist
17	COc1cc(C(=O)NCCNc2nc3c(C)c(C)ccc3cc2C#N)cc(OC)c1OC	2	-1	7	1	-0.2
18	CCC(Cc1ccccc1)NC(=O)c1ccc2nc(N3CCC(C)CC3)sc2c1 (stereo unspecified)	0	·	·	-1	0.6
19	Cc1nc(N2CCCC2)ncc1C(=O)N1CCN(c2ccc(Cl)cc2)CC1	-2	·	1	4	4.1
20	CCOc1ccc(-c2cn(-c3ccc(C)cc3)c(SCC(=O)Nc3ccc(C)cc3)n2)cc1	19	·	2	6	0.0
21	COc1ccccc1OCC(=O)Nc1ccc(S(=O)(=O)N2CCOCC2)cc1	-1	-8	-4	0	0.3
22	COc1ccc(CCN2CC3=C(C2=O)C(c2ccccc2)NC(=O)N3C)cc1OC (stereo unspecified)	-9	-1	26	0	0.9
23	Nc1ccccc1Oc1ccc2ccccc2c1	3	17	-1	6	0.6
24	O=C(Nc1cccc(Cl)c1)Nc1csc([N+](=O)[O-])c1	-47*	15	6	27	4.8

#	TRHR agonist	D1 potentiator	RXFP1 antag	TRHR PAM
17	-0.1	3	-1	19
18	0.2	-3	·	-2
19	-0.7	0	-31	-2
20	0.8	2	10	4
21	0.3	-1	-9	-3
22	-0.3	0	-1	-1
23	-1.3	6	0	-5
24	1.6	-4	-29	-10

Part of the list above in order of length of the SMILES, largest number first:
#	smiles	D1 antag	D2 antagonist	D2 PAM	D1 agonist	D2 agonist
16	CCN(CC(=O)Nc1ccccc1C(F)(F)F)C(=O)CCS(=O)(=O)c1ccc(C)cc1	1	4	0	-1	0.3
17	COc1cc(C(=O)NCCNc2nc3c(C)c(C)ccc3cc2C#N)cc(OC)c1OC	2	-1	7	1	-0.2
22	COc1ccc(CCN2CC3=C(C2=O)C(c2ccccc2)NC(=O)N3C)cc1OC (stereo unspecified)	-9	-1	26	0	0.9
18	CCC(Cc1ccccc1)NC(=O)c1ccc2nc(N3CCC(C)CC3)sc2c1 (stereo unspecified)	0	·	·	-1	0.6
24	O=C(Nc1cccc(Cl)c1)Nc1csc([N+](=O)[O-])c1	-47*	15	6	27	4.8
23	Nc1ccccc1Oc1ccc2ccccc2c1	3	17	-1	6	0.6

#	TRHR agonist	D1 potentiator	RXFP1 antag	TRHR PAM
16	-0.3	-6	-8	-4
17	-0.1	3	-1	19
22	-0.3	0	-1	-1
18	0.2	-3	·	-2
24	1.6	-4	-29	-10
23	-1.3	6	0	-5

Remaining list, next part
#	smiles	D1 antag	D2 antagonist	D2 PAM	D1 agonist	D2 agonist
25	CC(C)(C)n1ncc2c(=O)n(CC(=O)N3CCCc4ccccc43)cnc21	-5	2	-2	0	0.6
26	COc1cccc(COCC(O)CN2CCC(C(N)=O)CC2)c1 (stereo unspecified)	9	2	-15	2	0.6
27	CCCCNC(=O)c1ccc2c(c1)N(CC)C(=O)c1ccccc1S2	-16	·	-24	-2	·
28	CCOc1cc(-c2noc(CCC(=O)NCC3CCCO3)n2)ccc1OC (stereo unspecified)	0	0	-3	-1	0.1
29	O=C(CSc1nnc(COc2cccc3ccccc23)o1)N1CCN(C(=O)c2ccco2)CC1	-14	·	18	1	·
30	O=C(O)c1cccc(Cn2c(Cl)c(/C=N/NC(=O)c3ccccc3Cl)sc2=O)c1	11	2	-3	2	-0.5
31	O=C(Nc1cccc(Cl)c1N1CCOCC1)c1cccnc1	3	-3	3	3	0.6
32	CCOc1ccc(C(CCc2ccccc2)NC(=O)c2ccccc2F)cc1OCC (stereo unspecified)	0	-6	-3	5	0.7

#	TRHR agonist	D1 potentiator	RXFP1 antag	TRHR PAM
25	0.8	-1	-12	-2
26	0.3	-1	-3	9
27	-0.2	-3	-12	-2
28	-0.2	0	-8	5
29	0.0	0	5	3
30	-0.5	4	·	-3
31	1.5	-4	-13	11
32	1.6	6	-19	-9

Going on with the list.
#	smiles	D1 antag	D2 antagonist	D2 PAM	D1 agonist	D2 agonist
33	Cc1ccc(-n2nc3c(N4CCC(C(=O)NC5CCC(C)CC5)CC4)nnc(C)c3c2C)cc1 (stereo unspecified)	-1	·	·	5	-1.4
34	Clc1cccc(CN2CCc3c([nH]c4ccccc34)C2)c1Cl	-4	-28	-5	1	-1.5
35	CC(=O)Nc1ccc(S(=O)(=O)NC(C)CCc2ccccc2)cc1 (stereo unspecified)	-3	8	-1	3	-1.0
36	Cc1cc(C)cc(C(=O)NCCc2sc(-c3ccc(F)cc3)nc2C)c1	-21	·	·	2	0.7
37	CCOC(=O)c1c(NC(=O)CNC2CCCCC2)sc(C)c1C	17	-3	14	4	-0.5
38	C[C@@H]1C(=O)O[C@H]2C[C@@]34[C@H]5C[C@@H](C(C)(C)C)[C@]36[C@@H](OC(=O)[C@@H]6O)O[C@@]4(C(=O)O5)[C@]21O	-1	13	11	2	0.1
39	COC(=O)c1ccc(NC(=S)N(Cc2cccnc2)Cc2ccco2)cc1	-15	-5	12	8	0.0
40	O=C(NC(=S)Nc1ccc(N2CCCCC2)c(Cl)c1)c1ccc2c(c1)OCCO2	-13	10	-4	3	0.2

#	TRHR agonist	D1 potentiator	RXFP1 antag	TRHR PAM
33	-0.8	1	-25	1
34	0.1	-2	?	1
35	-0.5	-3	10	-3
36	-0.4	0	-25	-3
37	-1.3	2	-2	12
38	-0.7	-3	1	-2
39	-0.2	-6	4	21
40	0.2	-6	-8	23

The list continues:
#	smiles	D1 antag	D2 antagonist	D2 PAM	D1 agonist	D2 agonist
41	Cc1ccc(OCCCC(=O)Nc2sc3c(c2C(N)=O)CCCC3)cc1	10	·	6	0	-3.6
42	O=C(NCc1ccco1)c1cc2nc(C3CC3)cc(C(F)(F)F)n2n1	16	-21	10	2	-0.2
43	C=C(C)c1cccc(C(C)(C)NC(=O)N2CCCC(C(N)=O)C2)c1 (stereo unspecified)	-20	-1	2	4	0.2
44	O=C(O)CNc1nc(-c2ccccc2)nc2ccccc12	8	-2	10	2	-0.7
45	O=C(COC(=O)CN1C(=O)c2ccccc2C1=O)NC1CCCC1	4	·	·	4	·

#	TRHR agonist	D1 potentiator	RXFP1 antag	TRHR PAM
41	0.0	3	·	18
42	-0.3	4	-9	4
43	-0.5	-4	-3	0
44	0.0	0	-17	-3
45	-0.7	-6	-5	2
